USP1 inh = Inhibitors of USP1/UAF1: Primary Screen | Ubiquitin carboxyl-terminal hydrolase 1 (Homo sapiens), O94782 | 390,000 compounds, 0.23% hits | recombinant USP1/UAF1, Ub-Rhodamine cleavage fluorescence | Potency, µM (highest dose often 57.1 µM), inactives show at the top dose activity change, negative = inhibition, hits mostly inhibitors; note: potency is the fitted concentration of half-maximal effect; % is set by controls: 0 for no effect and ±100 for the full control effect; nearly all actives have a fitted effect of over 60% in size; inactives centre near -12
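1 nM enzyme complex + cpd, 15 min RT; start with Ub-Rho 150nM final; kinetic fluorescence ex 480/em 540, 6 reads q60 s. Buffer 50mM HEPES pH 7.8, 0.5mM EDTA, 0.1 mg/ml BSA, 1mM TCEP, 0.01% Tween-20.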
rTrxR1 inhibitor = qHTS Assay for Inhibitors of Mammalian Selenoprotein Thioredoxin Reductase 1 (TrxR1): qHTS; Thioredoxin reductase 1, cytoplasmic (Rattus norvegicus), O89049; recombinant rTrxR1, NADPH fluorescence consumption, selenite substrate; Potency, µM (top dose mostly 114 µM), for inactives: at the highest dose activity change, negative = inhibition, hits mostly inhibitors; 390,000 compounds, 1% hits; AID 588453, 2011; note: potency is the fitted concentration of half-maximal effect; % is set by controls: 0 for no effect and ±100 for the full control effect; nearly all actives have a fitted effect of over 65% in size
Target sequence (O89049 whole entry, looked up): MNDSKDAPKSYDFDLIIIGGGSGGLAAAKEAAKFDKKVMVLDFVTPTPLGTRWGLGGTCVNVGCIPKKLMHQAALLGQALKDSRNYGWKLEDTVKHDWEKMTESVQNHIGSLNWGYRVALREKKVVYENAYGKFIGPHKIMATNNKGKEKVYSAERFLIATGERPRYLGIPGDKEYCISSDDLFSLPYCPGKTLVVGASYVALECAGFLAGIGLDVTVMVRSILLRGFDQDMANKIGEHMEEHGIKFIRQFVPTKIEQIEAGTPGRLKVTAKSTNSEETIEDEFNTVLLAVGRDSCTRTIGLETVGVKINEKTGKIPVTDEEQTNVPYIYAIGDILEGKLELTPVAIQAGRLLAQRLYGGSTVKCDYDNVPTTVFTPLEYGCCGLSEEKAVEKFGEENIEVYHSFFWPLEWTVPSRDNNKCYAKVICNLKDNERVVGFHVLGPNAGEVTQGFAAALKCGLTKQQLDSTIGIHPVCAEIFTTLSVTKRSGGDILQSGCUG
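Rat TrxR1 (90 nM in the dispensed reagent) was pre-reduced with 400 uM NADPH for 5 min at room temperature, then incubated with compound for 15 min. After 400 uM selenite was added, NADPH fluorescence (Ex 340/Em 450 nm) was followed for 8 min.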
LDHA inh = qHTS assay for inhibitors of human lactate dehydrogenase | purified LDHA, NADH/diaphorase-resazurin fluorescence; stronger effect = lower value | activity change, % (values are at about 110 or 230 µM) | 480,000 compounds, 0.15% hits; in the data active = activity change below about -30%; inconclusive = mostly about -25% to -30%;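 note: plate controls were DMSO wells for no effect and wells without enzyme for full effect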
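LDH5 2 nM; NADH 0.06 mM, pyruvate 0.2 mM; 200 mM Tris pH 7.4, EDTA, Tween-20; 5 min RT. Detection: diaphorase 0.133 mg/mL + resazurin 37 µM, fluorescence ex540/em590 at 0 and 20 min; normalized to enzyme-free and DMSO wells.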
IDH1 R132H inh = qHTS for Inhibitors of mutant isocitrate dehydrogenase 1 (IDH1): qHTS. Isocitrate dehydrogenase [NADP] cytoplasmic (Homo sapiens), O75874. IDH1-R132H enzyme, NADPH consumption, diaphorase/resazurin fluorescence. Potency, µM (doses to about 76.6 µM), for inactives: at the top dose activity change, negative = inhibition, hits mostly inhibitors. 390,000 compounds, 0.093% hits. AID 602179, 2012; note: potency is the fitted concentration of half-maximal effect; % is set by controls: 0 for no effect and ±100 for the full control effect; nearly all actives have a fitted effect of over 65% in size
Target sequence (O75874 whole entry R132H, stated change not applied): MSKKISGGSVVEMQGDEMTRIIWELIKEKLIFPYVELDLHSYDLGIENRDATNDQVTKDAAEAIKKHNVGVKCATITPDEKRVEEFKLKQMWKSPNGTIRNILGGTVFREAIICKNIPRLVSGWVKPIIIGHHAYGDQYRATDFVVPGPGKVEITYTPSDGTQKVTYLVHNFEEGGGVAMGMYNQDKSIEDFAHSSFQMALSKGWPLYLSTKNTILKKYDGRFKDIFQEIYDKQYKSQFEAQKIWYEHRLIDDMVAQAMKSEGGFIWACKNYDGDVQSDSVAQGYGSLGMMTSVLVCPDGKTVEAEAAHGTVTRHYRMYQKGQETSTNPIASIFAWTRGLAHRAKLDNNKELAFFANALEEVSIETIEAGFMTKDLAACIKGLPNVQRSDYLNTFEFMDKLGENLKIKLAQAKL
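IDH1-R132H (0.5 ug/mL dispensed) in pH 7.5 Tris buffer was preincubated 30 min with compound, then given a substrate mix of 0.016 mM NADPH and 2 mM alpha-KG for 80 min at room temperature; remaining NADPH was read by diaphorase/resazurin fluorescence.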
Vif-A3F inh = qHTS for Inhibitors of Vif-A3F Interactions: qHTS. HeLa A3F-eYFP + Vif (tagged APOBEC3F with the HIV-1 protein that degrades it), YFP fluorescence increase. Potency, µM (highest dose often 46.1 µM), for the others: top-dose activity, negative = active. 390,000 compounds, 0.2% hits. AID 602313, 2012; note: potency is the fitted concentration of half-maximal effect; % of control where 0% means no effect; nearly all actives have a fitted effect of over 65% in size
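HeLa cells stably expressing A3F-eYFP plus Vif, plated and incubated overnight at 37 deg C, then exposed to compounds overnight at 37 deg C. Blocked degradation read as raised yellow fluorescence (Ex 488/Em 500-530).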
Vif-A3G inh = qHTS for Inhibitors of Vif-A3G Interactions: qHTS. Potency, µM (series often up to 46.1 µM), for the others: at the highest dose activity, negative = active, actives largely listed as inhibitors. HeLa A3G-eYFP + Vif (tagged APOBEC3G with the HIV-1 protein that degrades it), YFP fluorescence, overnight. 410,000 compounds, 0.076% hits. DNA dC->dU-editing enzyme APOBEC-3G (Homo sapiens), Q9HC16. AID 602310, 2012;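 note: potency is the fitted concentration of half-maximal effect; % is set by controls: 0 for no effect and ±100 for the full control effect; nearly all actives have a fitted effect of over 60% in size; hits raise eYFP signal because A3G escapes Vif-driven loss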
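Read-out is eYFP fluorescence (Ex 488/Em 500-530) from Vif-expressing HeLa A3G-eYFP cells; more signal means A3G escaped Vif-mediated degradation. Cells plated overnight, compound pinned in, incubated overnight at 37 deg C.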
TrxR1 substrate = qHTS Assay for Substrates of Mammalian Selenoprotein Thioredoxin Reductase 1 (TrxR1): qHTS; 390,000 compounds, 0.01% hits; Thioredoxin reductase 1, cytoplasmic (Rattus norvegicus), O89049; Potency, µM (titrated, usually from 114 µM), for the others: top-dose activity change, negative = substrate turnover; purified TrxR1 substrate turnover, NADPH consumption readout; note: potency is the fitted concentration of half-maximal effect; % is set by controls: 0 for no effect and ±100 for the full control effect; nearly all actives have a fitted effect of over 50% in size
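Rat TrxR1, dispensed at 90 nM, was prereduced with 400 uM NADPH (final) for 5 min at ~22 deg C, then incubated with compound 15 min before 400 uM selenite. A first-read NADPH fluorescence drop versus no-compound background flagged substrates.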
RGS4 inh = Inhibitors of Regulator of G Protein Signaling (RGS) 4: qHTS; Transcreener GDP fluorescence polarization, RGS4-accelerated GTP hydrolysis; Potency, µM (doses to about 114 µM), for the others: at the top dose activity change, negative = inhibition, most hits filed as inhibitors; 390,000 compounds, 0.039% hits; AID 504845, 2011; note: potency is the fitted concentration of half-maximal effect; % is set by controls: 0 for no effect and ±100 for the full control effect; nearly all actives have a fitted effect of over 75% in size; some results filed as inactive show a strong effect at the top dose
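MLSMR compounds (23 nl, pin-transferred) preincubated 10 min at room temperature with a 500nM (2x) first reagent, then RGS4 at 900nM (2x) plus Transcreener GDP mix added; fluorescence polarization (620/688 nm) read before and after 90 min at 30 °C.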
GRP78 ERSR act = qHTS for Inducers of the Endoplasmic Reticulum Stress Response (ERSR) in Human Glioma: qHTS; U87-MG GRP78 promoter luciferase reporter, 16 h; Potency, µM, inactives show at the top dose activation, hits mostly activators; 420,000 compounds, 0.02% hits; AID 602332, 2012; note: potency is the fitted concentration of half-maximal effect; series mostly up to about 76 µM; % of control where 0% means no effect; nearly all actives have a fitted effect of over 35% in size
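ERSR induction read as luciferase luminescence (Bright-Glo, 10 min at room temperature) in stably transfected human U87-MG glioma cells exposed to compounds for 16 h, using GRP78 as sensor.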
Numbers without * were called inactive; ? = inconclusive; / = not tested or not shown; & = joins results of further samples; [ ] = dose if it differs, or a comment. Unless noted, calls come from the whole dose curve; as a rule, active = well fitted curve in the direction sought with a large enough effect; inconclusive = small, poorly fitted or top-dose-only effect, or another doubt; inactive = no such curve, though single readings can be large; an effect the other way counts as inactive or inconclusive. These rows are one share of the data; the hit share may differ from the screen's.

Sequence of screens: rTrxR1 inhibitor, Vif-A3F inh, LDHA inh, USP1 inh, IDH1 R132H inh, TrxR1 substrate, GRP78 ERSR act, Vif-A3G inh, RGS4 inh
> CCOc1ccc(/C=C\C(C)=N\O)cc1
  11%, -6%, -10, ?, 1%, 8%, 3%, -4%, -11%
> CC(Oc1ccc(F)cc1)C(=O)Nc1sc2c(c1C(=O)NCc1cccnc1)CCCC2 (stereo unspecified)
  29%[57.1 µM], -5%, 5, -23%, 11%, 24%[57.1 µM], -4%, -9%, -10%
> O=C(/C=C/c1ccccc1)NCC(=O)N/N=C/c1ccccc1[N+](=O)[O-]
  11%[57.1 µM], 2%, -3, -5%, 1%, 4%[57.1 µM], -1%, -8%, 2%
> CCOC(=O)C1(Cc2cccc(OC)c2)CCCN(C(=O)CCSC)C1 (stereo unspecified)
  24%, -9%, -5, -9%, 4%, 0%, 2%, -7%, -11%
> Cc1cccc([N+](=O)[O-])c1NC(=O)CN(Cc1ccccc1)Cc1ccccc1
  -6%, 4%, -5, -13%, 2%, -15%, -3%, -3%, 8%
> Cc1cc(C)c(O)c(CN(C)Cc2cc(Cl)cc(Cl)c2O)c1
  ?, ?, 24, -5%, -8%, -15%, -4%, 3%, 0%
> Cc1cc(C)nc(SCCn2c(N3CCCCC3)nc3c2c(=O)n(C)c(=O)n3C)n1
  13%[57.1 µM], -2%, -2, -14%, 16%, 7%[57.1 µM], 2%, 1%, -3%
> CC(C)Nc1ccc(-c2nc(-c3ccncc3)no2)cc1[N+](=O)[O-]
  2%, -2%, 0, -13%, -15%, -6%, 2%, 1%, 28%
> Cc1ccc(-n2c(=O)c3c(C)c(C)sc3n(CC(=O)c3ccc(Cl)cc3)c2=O)cc1C
  14%, 2%, -2, -13%, -1%, 12%[2.29 µM], -2%, -3%, -20%
> O=C(COC(=O)c1cc(Cl)ccc1O)NCCC1=CCCCC1
  9%, -1%, 0, -25%, -4%, 8%, 2%, 5%, 20%
> COc1ccc2[nH]c(C)c(C(=O)CN3CCN(C(=O)c4ccco4)CC3)c2c1
  28µM*, 4%, 4, -12%, 0%, -3%, -1%, -2%, -14%
> Cc1ccc(C(=O)Nc2sc3c(c2C(=O)O)CCC(C)C3)o1 (stereo unspecified)
  -6%, -1%, -7, -20%, 16%, -7%, -3%, -6%, 12%
> CCN(c1ccccc1)S(=O)(=O)c1ccc(Cl)c(NC(=O)CN2C(=O)NC3(CCCC3)C2=O)c1
  15%, 0%, -1, -18%, 5%, -7%, -3%, -3%, 5%
> CC(CCc1ccccc1)NC(=S)NC1CCCCC1 (stereo unspecified)
  18%[11.4 µM], ?, -8, -15%, 11%, 6%[11.4 µM], -5%, 1%, 8%
> CC(C)CCn1c(=O)c2cccnc2n(CC(=O)Nc2ccc(F)cc2)c1=O
  2%, -2%, 0, -16%, -5%, 3%, -2%, 3%, 26%
> COc1ccc(CC2(CO)CCN(Cc3cnn(-c4ccccc4OC)c3)CC2)cc1
  18%, -13%, -19, -17%, -3%, 3%, -1%, 0%, -9%
> CC(C)N(Cc1nc(-c2ccc(Cl)cc2)no1)C(=O)C12CC3CC(CC(C3)C1)C2
  7%[57.1 µM], -1%, -8, -23%, -1%, 5%[57.1 µM], 1%, -1%, -5%
> Oc1[nH]c2ccc(Br)cc2c1N=NC(=S)Nc1ccc(F)cc1
  10%, -6%, -7, -22%, 2%, -1%, 15%, 0%, -27%
> COc1cc(SC)ccc1C(=O)N1CCN(Cc2ccccc2)CC1
  -7%, 9%, -3, -16%, -3%, -3%, -2%, 1%, -3%[56.9 µM]
> O=C(/C=C/c1ccccc1)NCCSCc1ccc(Cl)cc1
  1%, -4%, -11, -19%, 2%, -5%, -3%, 4%, -7%
> CCN(CC)CCCOc1cc2nc(N3CCCN(C)CC3)nc(NC3CCN(C)CC3)c2cc1OC
  -23%, /, 4, /, /, 81%[activator], -7%, 3%, /
> CCOC(=O)N1CCC(NC(=O)c2ccc3c(c2)N=C(C)c2c(C)ccc(C)c2S3)CC1
  9%, -8%, -2, -13%, 2%, 0%, -6%, ?, -8%
> Nn1c(SCC(=O)N2CCCCCC2)nnc1-c1ccncc1
  26%, -7%, 0, -4%, 11%, 14%, -2%, -1%, 14%
> CCC(=O)N1CCc2cc(S(=O)(=O)NC(Cc3ccccc3)C(=O)Nc3ccccc3C)ccc21 (stereo unspecified)
  0%, -6%, -2, 1%, 6%, -4%, -4%, -1%, 12%
> Cc1ccc(CS(=O)Cc2ccc(C(=O)NC3CCCC(C)C3C)o2)cc1 (stereo unspecified)
  45µM*, -15%, -6, -18%, 3%, 8%, -2%, 0%, -14%
> Cc1ccc(C(C(=O)NC2CCCC2)N(C(=O)CCC(=O)Nc2cc(C)on2)c2ccccc2)cc1 (stereo unspecified)
  3%[57.1 µM], -6%, 3, -9%, 4%, 14%[57.1 µM], -4%, -1%, -1%
> O=C(CSc1n[nH]c(=O)[nH]c1=O)c1ccc([N+](=O)[O-])cc1
  7%, 9%, -1, -22%, 1%, 2%, -1%, 3%, -34%
> CCC1(CC)NC(=O)N(CC(=O)OC(C)C(=O)Nc2ccc(Cl)cn2)C1=O (stereo unspecified)
  5%, -14%, -6, -17%, 9%, 3%, -1%, -1%, -4%
> CCNc1nc(SCC(=O)Nc2ccc(Cl)c(Cl)c2)nc(N2CCOCC2)n1
  3%, 2%, -1, ?, -16%, 0%, -5%, -9%, 9%
> COc1cc(OC)c(OC)cc1CNc1nnnn1C
  18%, 22%, -6, -7%, 1%, 2%, -3%, 6%, 29%

Exported as tab-separated lines: part of the list above
smiles	rTrxR1 inhibitor	Vif-A3F inh	LDHA inh	USP1 inh	IDH1 R132H inh	TrxR1 substrate	GRP78 ERSR act	Vif-A3G inh	RGS4 inh
O=C(CSc1n[nH]c(=O)[nH]c1=O)c1ccc([N+](=O)[O-])cc1	7%	9%	-1	-22%	1%	2%	-1%	3%	-34%
CCC1(CC)NC(=O)N(CC(=O)OC(C)C(=O)Nc2ccc(Cl)cn2)C1=O (stereo unspecified)	5%	-14%	-6	-17%	9%	3%	-1%	-1%	-4%

Continued.
Sequence of screens: rTrxR1 inhibitor, Vif-A3F inh, LDHA inh, USP1 inh, IDH1 R132H inh, TrxR1 substrate, GRP78 ERSR act, Vif-A3G inh, RGS4 inh
> Cc1ccc(Cn2c(SCCN3CCCCC3)nc3c2c(=O)n(C)c(=O)n3C)cc1
  -12%[57.1 µM], 2%, 2&-6, 7%, -1%, -1%[57.1 µM], -5%, -1%, 0%
> CCCn1c(=N)n(CC(=O)O)c2ccccc21
  -18%, 3%, -12, 0%, 0%, -12%, -3%, 1%, 5%
> Cc1nc(N[C@@H](Cc2c[nH]c3ccccc23)C(=O)O)c2oc3ccccc3c2n1
  4%, 2%, 7, -21%, -2%, -2%, -4%, 0%, -19%
> COc1ccc(S(=O)(=O)N2CCN(CC(=O)Nc3ccccc3Cl)CC2)cc1
  4%, 3%, -1, -29%, 8%, 1%, -4%, -3%, -10%
> CCCCc1nc(SCC(=O)Nc2ncccn2)n[nH]1
  10%, 5%, -6, -15%, -1%, 2%, -2%, 1%, -27%
> CCOc1ccc(-c2cc(C(=O)N3CCCC3)c3ccccc3n2)cc1
  -16%, -1%, -4, -4%, 2%, 18%, 5%, -2%, 2%
> CCc1ccccc1OCC(=O)Nc1cc(S(=O)(=O)N(CC)CC)ccc1N1CCOCC1
  29%, -12%, 4, -23%, 0%, 6%, -5%, -1%, -8%
> Cc1ccc(NC(=O)CSc2nc(O)cc(=O)n2C)cc1
  -8%, 6%, 0, -5%, 7%, -8%, -2%, 1%, -12%
> Cc1ccccc1-c1nnc(SCCOc2ccc3c(C)cc(=O)oc3c2)o1
  5%, 1%, -7, -2%, 1%, 23%, -2%, -2%, 3%
> COc1ccc(C(CC(=O)N2CCCC(C)C2)c2c(O)cc(OC)cc2OC)cc1 (stereo unspecified)
  7%[57.1 µM], 1%, 1, -8%, 10%, -3%&-8%, 0%&2%, -4%&1%, 4%&12%
> CC(Sc1n[nH]c(N)n1)C(=O)Nc1ccccc1-c1ccccc1 (stereo unspecified)
  24%, 2%, 1, -20%, 9%, 3%, 0%, 0%, -27%[56.9 µM]
